Screens as filed in PubChem.
LMP1 NFkB inh – EBV LMP1-driven NF-kappaB luciferase reporter inhibitors, primary screen, cell-based, luminescence, single point; actives 0.69% (n = 350,000); LMP1-induced NF-kappaB luciferase reporter cells; inhibition, % at 12.5 µM; in the data active means inhibition above about 41%; inconclusive means no clear call, values can overlap the other calls;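 further: 0% = neutral control wells and 100% = reference inhibitor control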
KKLEB tox – cytotoxicity in KKLEB CF airway cells, primary screen, cytotoxicity control for CF NF-kB inhibitor project, cell-based, uHTS, fluorescence assay plates. KKLEB CF airway cells viability, ATPlite luminescence, overnight; active compounds read low; cells stimulated with P. aeruginosa culture filtrate. activity change (cytotoxicity), % at 5 µM. actives 0.36% (n = 360,000);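 active means corrected activity change at or below -50% at 5 µM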
NCOA3 inh – SRC3 coactivator transcriptional activity inhibitors, primary screen, cell-based, luminescence. inhibition, % at 3.6 µM. AID 588352, 2011. Nuclear receptor coactivator 3 (Homo sapiens), Q9Y6Q9. actives 0.17% (n = 360,000). HEK293 GAL4-SRC3 luciferase reporter;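 active means inhibition above a per-campaign cutoff, the mean of all compounds plus 3 SD, cut at about 60% in these data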;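 further: 0% = DMSO-treated cells and 100% = gossypol-treated cells at 36 µM; higher means less SRC3-driven luciferase light from the GAL4 reporter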
TWEAK Fn14 block – inhibitors of TWEAK-Fn14 signaling, primary screen, luciferase reporter cells, uHTS. inhibition, % at 10 µM. AID 1159606, 2016. actives 2% (n = 360,000). TWEAK-stimulated Fn14 reporter cells, luciferase luminescence, 8 h; in the data active means inhibition above about 50%
C8 TRAIL sens – viability loss with TRAIL in NB7+C8 cells, primary screen, TRAIL sensitizer project, cell-based, ATPlite luminescence; inhibition (viability loss, TRAIL sensitization), % at 10 µM; actives 1% (n = 360,000);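 active means compounds causing at least 50% loss of cell viability in the single-dose screen, relative to plate controls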
NR2F2 inh – NR2F2 transcriptional activity inhibitors, primary screen, cell-based, luciferase reporter, HEK293T, luminescence. COUP transcription factor 2 (Homo sapiens), P24468. HEK293T NGFI-A luciferase reporter. inhibition, % at 8.6 µM. actives 0.7% (n = 370,000);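 active means inhibition above a per-plate cutoff, mean inhibition of test wells between control levels plus 3 SD, cut at about 38% in these data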;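 further: cells cotransfected with COUP-TFII expression vector driving the NGFI-A reporter; 0% = median of COUP-TF2 test wells and 100% = reporter-only cells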
NCOA1 inh – SRC1 coactivator transcriptional activity inhibitors, primary screen, cell-based, luminescence. HEK293 GAL4-SRC1 luciferase reporter. actives 0.12% (n = 360,000). AID 588354, 2011. Nuclear receptor coactivator 1 (Homo sapiens), Q15788. inhibition, % at 3.6 µM;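 active means inhibition above the campaign mean plus 3 SD, with each screening campaign given its own cutoff, cut at about 60% in these data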;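 further: 0% = DMSO treated cells and 100% = gossypol at 36 µM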
Target sequence (Q15788 whole entry, looked up, the tested form may be a part): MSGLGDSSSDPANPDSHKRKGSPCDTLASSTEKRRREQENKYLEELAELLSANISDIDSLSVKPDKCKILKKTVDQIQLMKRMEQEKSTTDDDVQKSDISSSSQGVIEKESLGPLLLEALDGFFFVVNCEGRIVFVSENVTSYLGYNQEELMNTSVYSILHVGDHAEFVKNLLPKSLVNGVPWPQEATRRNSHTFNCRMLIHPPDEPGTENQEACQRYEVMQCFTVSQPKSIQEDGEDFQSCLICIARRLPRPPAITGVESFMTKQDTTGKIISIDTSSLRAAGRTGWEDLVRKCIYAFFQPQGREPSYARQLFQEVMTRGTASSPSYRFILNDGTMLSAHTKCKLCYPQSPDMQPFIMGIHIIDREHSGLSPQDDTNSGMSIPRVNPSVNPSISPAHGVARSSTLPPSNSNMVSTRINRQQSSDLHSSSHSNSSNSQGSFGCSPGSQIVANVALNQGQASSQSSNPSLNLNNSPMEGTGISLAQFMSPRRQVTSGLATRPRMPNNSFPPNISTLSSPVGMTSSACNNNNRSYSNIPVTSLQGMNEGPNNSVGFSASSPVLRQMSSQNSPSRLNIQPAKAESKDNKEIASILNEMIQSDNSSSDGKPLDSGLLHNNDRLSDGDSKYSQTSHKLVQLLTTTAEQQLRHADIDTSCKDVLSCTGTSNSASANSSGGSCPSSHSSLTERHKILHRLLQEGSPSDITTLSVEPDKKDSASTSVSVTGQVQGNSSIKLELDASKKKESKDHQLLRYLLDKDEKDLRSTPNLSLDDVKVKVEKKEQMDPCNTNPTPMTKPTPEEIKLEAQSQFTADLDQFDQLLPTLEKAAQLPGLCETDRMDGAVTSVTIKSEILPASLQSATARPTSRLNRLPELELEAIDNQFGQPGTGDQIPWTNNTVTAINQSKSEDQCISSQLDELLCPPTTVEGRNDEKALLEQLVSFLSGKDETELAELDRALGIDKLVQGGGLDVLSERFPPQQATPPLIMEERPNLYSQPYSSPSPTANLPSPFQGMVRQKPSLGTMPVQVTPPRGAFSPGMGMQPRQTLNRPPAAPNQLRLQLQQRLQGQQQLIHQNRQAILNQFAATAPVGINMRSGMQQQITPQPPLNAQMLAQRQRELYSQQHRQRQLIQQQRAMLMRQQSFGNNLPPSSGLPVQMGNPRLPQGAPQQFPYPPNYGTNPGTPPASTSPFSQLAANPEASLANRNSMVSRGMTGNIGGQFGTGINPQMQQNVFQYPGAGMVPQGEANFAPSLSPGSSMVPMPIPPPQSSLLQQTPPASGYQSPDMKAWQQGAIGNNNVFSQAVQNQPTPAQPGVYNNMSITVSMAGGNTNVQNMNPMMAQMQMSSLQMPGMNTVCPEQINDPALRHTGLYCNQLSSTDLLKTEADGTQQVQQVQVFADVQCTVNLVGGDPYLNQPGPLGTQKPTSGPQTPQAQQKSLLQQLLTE
TROY NFkB inh – inhibitors of TROY-driven NF-kB signaling, primary screen, Q293 LMP1-TROYcd cells, NF-kB luciferase, uHTS; AID 1347056, 2019; actives 0.98% (n = 360,000); inhibition, % at 10 µM; Q293 LMP1-TROYcd NF-kB luciferase reporter, 4 h;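 active means compounds whose plate-normalised and pattern-corrected inhibition of the luciferase reporter signal at the single screening dose is 50% or more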
Shn3 inh set2 – reduction of Shn3 3'UTR firefly luciferase signal, primary screen, Schnurri-3 inhibitor project, cell-based, Clone20 osteoblasts, set 2; Clone20 osteoblast Shn3 3'UTR firefly luciferase, 24 h; inhibition, % at 12.5 µM; actives 0.52% (n = 360,000); AID 588674, 2011;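 active means mean inhibition of at least 75% with every replicate also reaching 75%; inconclusive means mean inhibition at least 75% but some replicate below; inactive means mean inhibition below 75%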;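 further: 0% = median of neutral control wells and 100% = pilot-screen positive control compound; some compounds past the cut are filed as inactive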
NR5A2 inv ag – LRH-1 (NR5A2) inverse agonists, primary screen, cell-based, luminescence, HEK293T, StAR-luciferase reporter; inhibition, % at 3.6 µM; Nuclear receptor subfamily 5 group A member 2 (Homo sapiens), O00482; AID 602396, 2012; actives 0.13% (n = 360,000); LRH-1 transfected, 24 h;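 active means inhibition above the mean inhibition of all tested compounds plus 3 SD, cut at about 73% in these data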;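 further: 0% = DMSO wells and 100% = reporter-only cells lacking LRH-1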
CF NFkB block – inhibitors of PAF-induced NF-kB signaling, primary screen, cell-based, GFP fluorescence, uHTS; KKLEB NF-kB-GFP reporter, GFP fluorescence overnight; inhibition, % at 5 µM; actives 0.86% (n = 360,000); AID 588850, 2011;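 active means at least 50% inhibition at 5 µM, scaled per plate between neutral and stimulator controls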;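 further: PAF is a Pseudomonas aeruginosa culture filtrate used as stimulus; plate controls were PAF-stimulated DMSO wells for no effect and unstimulated DMSO wells for full effect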
* hit, by the source's call; ? = inconclusive; . = not tested or not shown. This is a subset; count on the stated rates, not on these rows.

nr	Molecule	LMP1 NFkB inh	KKLEB tox	NCOA3 inh	TWEAK Fn14 block	C8 TRAIL sens	NR2F2 inh
1	CCOc1ccc(OCC)c(S(=O)(=O)n2cc(C)nc2CC)c1	-6	-21	9	9	-8	17
2	COc1ccc(C(=O)CSc2ncnc3nc[nH]c23)cc1	-7	-6	14	-8	-2	4
3	CCN1C(=O)C2C(c3cccc(F)c3)NC(C)(C(=O)OC)C2C1=O (stereo not drawn)	16	-2	3	-10	5	-5
4	COC(=O)[C@@]12CCCCN1[C@H](c1ccc(-c3ccc(C(C)=O)cc3)c(OC)c1)[C@@H]1C(=O)N(C)C(=O)[C@@H]12	4	-2	2	10	-5	-4
5	CCOC(=O)c1cc2c(nc1C)-c1cc(Cl)cc(Cl)c1OC2O (stereo not drawn)	-20	-10	-20	-13	1	7
6	NC(Cc1ccc(Cl)cc1)c1csc(NC(=O)Nc2ccccc2)n1 (stereo not drawn)	.	-28	12	-14	-12	6
7	O=c1c2cc(-c3ccccc3)sc2ncn1/N=C/c1ccco1	-10	-1	-61	-21	5	-17
8	COc1ccc(-c2nc3c(c(SCC(=O)Nc4cccc(O)c4)n2)Cc2c(CO)cnc(C)c2O3)cc1	-11	2	-13	12	20	-17
9	CC(=O)Nc1ccc(S(=O)(=O)NCCC(=O)OCCN2C(=O)c3ccccc3C2=O)cc1	5	4	-1	-13	0	21
10	O=C(Nc1nc2ccccc2s1)c1ccccc1	-27	-19	-116	50*	49	-18
11	O=C(CN1C(=O)c2cccc3cccc1c23)Nc1ccc2c(c1)OCO2	8	12	11	6	-1	10
12	Cc1ccc(-c2nnc(Nc3ccc(CC(N)=O)cc3)c3ccccc23)cc1S(N)(=O)=O	8	-8	0	-11	-17	-1
13	COc1ccc(C(=O)OCC(=O)N2CC(=O)Nc3ccccc32)cc1Br	7	21	-3	-5	-6	-20
14	COC(=O)c1c(-c2cccnc2)csc1NC(=O)c1ccc2c(c1)OCO2	-31	-6	-48	0	33	-22
15	CCOc1cc(C(=S)N2CCC(O)CC2)ccc1OS(=O)(=O)c1ccc(Br)cc1	-13	-8	20	1	0	3

nr	NCOA1 inh	TROY NFkB inh	Shn3 inh set2	NR5A2 inv ag	CF NFkB block
1	3	16	10	4	-2
2	2	-12	9	3	15
3	12	-12	-13	-15	9
4	1	-1	10	-12	-12
5	15	-18	-2	15	9
6	4	18	21	6	33
7	-57	-76	-64	-82	-14
8	-17	2	10	-10	12
9	-7	-24	-5	-18	4
10	-124	1	-28	-119	-19
11	-20	-6	-4	3	-5
12	13	-7	-9	13	6
13	7	2	-12	-1	-16
14	-97	28	-183	-71	-4
15	11	-9	23	-14	-9

Going on with the list.
nr	Molecule	LMP1 NFkB inh	KKLEB tox	NCOA3 inh	TWEAK Fn14 block	C8 TRAIL sens	NR2F2 inh
16	CCC1Oc2ccccc2N(CC(=O)NCC2CCCO2)C1=O (stereo not drawn)	-5	-1	10	-15	6	-9
17	CCC(=O)NCCc1cc2ccc(C)cc2[nH]c1=O	6	8	1	-13	0	13
18	CCCCC(CC)C(=O)NCc1ccc(F)cc1 (stereo not drawn)	2	5	-1	-11	5	-9
19	C=CCOc1ccc(/C=C/C(=O)OCC(=O)NC(C)c2ccc(F)cc2)cc1 (stereo not drawn)	2	9	9	3	-7	-3
20	COCCNC(=O)C1(C)CCCN(CCSc2ccccc2)C1 (stereo not drawn)	.	2	-30	3	35	-2
21	CCc1nccn1S(=O)(=O)c1cc(C)c(OC)cc1C	4	0	6	7	9	7
22	CN1C(C(=O)Nc2ccccn2)=C(O)c2sc(Cl)cc2S1(=O)=O	6	7	-15	-1	-8	-1
23	CCOc1ccc(-c2[nH]nc3c2C(c2ccc(O)cc2)C(C#N)=C(N)O3)cc1 (stereo not drawn)	2	-1	4	-5	-4	4
24	O=C(NCCOc1ccccc1)C1CCCN1C(=O)c1cccs1 (stereo not drawn)	1	2	17	-6	3	0
25	Cn1c(NC(=O)c2ccc(F)cc2)c(-c2ccccn2)c(=O)c2ccccc21	.	-1	22	6	-14	-17
26	Cc1cc(C(F)(F)F)nc(NCc2cccnc2)n1	2	-1	11	-10	-12	-14
27	COc1cc2c(cc1NC(=O)c1cccnc1)oc1ccccc12	-24	1	-53	-37	2	-15
28	CCOc1ccc(C(C)=O)cc1COC(=O)c1cccnc1SC	-12	5	-6	4	-2	-6
29	N#C/C(=C\c1cccc(Oc2ccccc2)c1)C(=O)N1CCOCC1	3	7	-4	9	-4	10
30	CC(C)c1ccc(NC(=O)C2CCN(S(=O)(=O)c3ccc4c(c3)C(C)(C)C(=O)N4C)CC2)cc1	8	2	-19	9	9	4

nr	NCOA1 inh	TROY NFkB inh	Shn3 inh set2	NR5A2 inv ag	CF NFkB block
16	-9	-2	6	2	4
17	-26	9	-10	-8	11
18	10	-2	7	-9	-2
19	3	-7	4	9	-3
20	-9	-10	4	6	-6
21	-3	12	-18	20	0
22	-10	-17	-15	11	1
23	-1	8	-12	5	17
24	-2	-4	-7	-8	2
25	-4	11	10	-5	4
26	6	-2	15	8	-5
27	-78	-80	-83	-62	7
28	3	-9	2	37	-23
29	-11	-31	0	1	6
30	9	16	14	0	-14

Following part.
nr	Molecule	LMP1 NFkB inh	KKLEB tox	NCOA3 inh	TWEAK Fn14 block	C8 TRAIL sens	NR2F2 inh
31	CC(NC(=S)Nc1ccccc1OC(F)F)C(C)(C)C (stereo not drawn)	0	10	-1	7	-8	-2
32	C(=C\c1ccccc1)/CN1CCN(c2ncnc3c2oc2ccccc23)CC1	30	-11	14	32	15	29
33	COc1cc(S(=O)(=O)N2CCN(c3ccc(F)cc3)CC2)ccc1Cl	-1	-4	7	8	-11	-7
34	Cc1ccc(CC(=O)Nc2ccc(S(=O)(=O)Nc3ncccn3)cc2)cc1	-5	2	-1	-1	2	0
35	O=c1c2ccccc2nc(SCc2cc(F)ccc2F)n1C1CCCC1	-18	3	5	-8	8	11
36	O=C(N/N=C/c1coc2ccccc2c1=O)c1ccc(Cl)cc1	4	6	5	25	2	-2
37	Cc1nc(-c2ccc(F)cc2)c(CC(=O)N(C)CC(=O)Nc2ccc(F)cc2)s1	7	-17	7	10	9	-3
38	COc1ccc(/C=N/Nc2nc3ccccc3c(=O)n2-c2ccccc2)cc1OC	-1	-7	-30	-17	53*	-24
39	COc1ccccc1C(=O)NC1CCN(C(=S)NCCc2ccccc2)CC1	4	3	-5	8	-5	25
40	COc1ccc(CN(C)c2ccc(S(=O)(=O)N3CCN(C)CC3)cc2[N+](=O)[O-])cc1OC	24	-18	18	40	27	70*
41	CC(C)C[C@H](NC(=O)c1nc[nH]c1C(=O)NCc1ccc(CNC(=O)OC(C)(C)C)cc1)C(=O)OC(C)(C)C	-3	1	18	12	31	0
42	CN(C)c1nc(C(F)(F)F)cc(=O)[nH]1	5	4	12	5	-1	3
43	O=C(NC(=S)NNC(=O)c1ccccc1O)c1ccccc1	4	-7	-20	6	16	6
44	Cc1ccc(NC2CC(=O)N(c3ccc(C)cc3)C2=O)cc1 (stereo not drawn)	-14	2	-10	-24	-3	-23
45	O=C(Nc1cccc(-c2cnc3ccccc3n2)c1)c1ccco1	2	7	-27	48	1	-24

nr	NCOA1 inh	TROY NFkB inh	Shn3 inh set2	NR5A2 inv ag	CF NFkB block
31	13	-14	17	8	-11
32	5	47	?	18	-15
33	-13	21	-6	11	7
34	-6	-9	-3	-17	8
35	10	7	-6	-2	20
36	0	20	-5	-8	15
37	-4	-38	-2	-33	4
38	-43	-25	-62	-30	5
39	-3	8	29	3	0
40	11	22	88*	30	22
41	11	8	15	8	-8
42	-23	14	9	22	-2
43	-11	-32	-11	-17	0
44	-20	-15	-19	1	4
45	-18	.	-15	-23	-10

Continuation:
nr	Molecule	LMP1 NFkB inh	KKLEB tox	NCOA3 inh	TWEAK Fn14 block	C8 TRAIL sens	NR2F2 inh
46	CC(=O)Nc1ccccc1NC(=O)c1ccc2c(c1)OCO2	0	-1	0	-4	-17	10
47	CCNC(=O)C1(C)CCN1CCC(=O)c1ccc(Br)cc1 (stereo not drawn)	.	1	7	-7	-8	-11
48	O=C(NCc1ccco1)c1sc2cccc(F)c2c1Cl	-18	1	-49	3	2	.
49	COc1cc(-n2c(C)nc3cc(C(=O)NCC4CCCO4)ccc32)cc(OC)c1OC (stereo not drawn)	-2	-5	20	-4	-15	-12
50	CC1CCN(CCCNC(=O)C2CCCN(c3ncnc4c3nc3n4CCCCC3)C2)CC1 (stereo not drawn)	-1	24	-1	14	-16	-16

nr	NCOA1 inh	TROY NFkB inh	Shn3 inh set2	NR5A2 inv ag	CF NFkB block
46	9	3	-20	14	-2
47	6	3	-14	-1	3
48	-35	0	-12	-45	3
49	-6	-3	0	0	-6
50	6	16	-12	3	5

Structures from the list above that have a Cl atom, in the order listed:
nr	Molecule	LMP1 NFkB inh	KKLEB tox	NCOA3 inh	TWEAK Fn14 block	C8 TRAIL sens	NR2F2 inh
5	CCOC(=O)c1cc2c(nc1C)-c1cc(Cl)cc(Cl)c1OC2O (stereo not drawn)	-20	-10	-20	-13	1	7
6	NC(Cc1ccc(Cl)cc1)c1csc(NC(=O)Nc2ccccc2)n1 (stereo not drawn)	.	-28	12	-14	-12	6
22	CN1C(C(=O)Nc2ccccn2)=C(O)c2sc(Cl)cc2S1(=O)=O	6	7	-15	-1	-8	-1
33	COc1cc(S(=O)(=O)N2CCN(c3ccc(F)cc3)CC2)ccc1Cl	-1	-4	7	8	-11	-7
36	O=C(N/N=C/c1coc2ccccc2c1=O)c1ccc(Cl)cc1	4	6	5	25	2	-2
48	O=C(NCc1ccco1)c1sc2cccc(F)c2c1Cl	-18	1	-49	3	2	.

nr	NCOA1 inh	TROY NFkB inh	Shn3 inh set2	NR5A2 inv ag	CF NFkB block
5	15	-18	-2	15	9
6	4	18	21	6	33
22	-10	-17	-15	11	1
33	-13	21	-6	11	7
36	0	20	-5	-8	15
48	-35	0	-12	-45	3
